Y pestis TopoI: Yersinia pestis topoisomerase I inhibitors, primary screen, biochemical, cleavage product accumulation, plate reader, single point. DNA topoisomerase I (Yersinia pestis CO92). Y. pestis Topo-I cleavage product accumulation. activity, % at 10 µM. hit rate 0.064% among 360,000. AID 504884, 2011; in the data active = activity above about 50%, passing the limit was not always enough; inconclusive = no clear call, values can overlap the other calls; note: inactives centre near 2
3CLpro inhibitor: SARS-CoV 3CLpro protease inhibitors, primary screen, biochemical, quenched FRET | Replicase polyprotein 1ab (Severe acute respiratory syndrome coronavirus), P0C6X7 | recombinant SARS-CoV 3CLpro, quenched FRET peptide cleavage | inhibition, % at 6 µM | hit rate 0.14% among 290,000 | AID 1706, 2009; in the data active = inhibition above about 12%
CCHFV vOTU inh: CCHFV vOTU protease inhibitors, primary screen, biochemical, Pep-AMC substrate, fluorescence; Crimean-Congo hemorrhagic fever virus L polyprotein viral ovarian tumor (vOTU) protease …; inhibition, % at 11.5 µM; hit rate 0.55% among 370,000; AID 651958, 2012; in the data active = inhibition above about 30%; note: 0% = vehicle wells with enzyme and 100% = no enzyme wells
PriA SSB inh: inhibitors of Klebsiella pneumoniae PriA binding to SSB C-terminal tail, primary screen, biochemical, AlphaScreen; PriA–SSB C-terminal tail interaction (Klebsiella pneumoniae); AlphaScreen SSBct-PriA binding, biotinylated peptide; inhibition, % at 33 µM; hit rate 0.6% among 430,000; AID 1272365, 2023; in the data active = inhibition mostly above about 37%, no sharp cut-off; inactive = mostly below about 20%;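 note: plate controls were negative control peptide for no effect and reference peptide for full effect; strong numbers were not always called active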
TcdB inh: TcdB glycohydrolase inhibitors, primary screen, biochemical, single point, plate reader | hit rate 0.24% among 350,000 | inhibition, % at 9.99 µM | AID 652162, 2013 | TcdB glycohydrolase enzymatic assay | Toxin B (Clostridioides difficile), P18177; in the data active = inhibition above about 10%
PfHsp40 rescue: rescue of yeast from PfHsp40 toxicity, primary screen, S. cerevisiae, ATP luminescence | S. cerevisiae expressing PfHsp40, growth rescue | growth rescue, % at 12.5 µM | hit rate 0.68% among 340,000 | AID 504582, 2011; in the data active = growth rescue above about 28%, passing the limit was not always enough; inconclusive = no clear call, values can overlap the other calls;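 note: yeast W303a lacking pdr1 and pdr3 grown in galactose medium; growth measured after three days at 30 °C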
DUSP3 inh: VHR1 phosphatase inhibitors, primary screen, biochemical, absorbance, uHTS | hit rate 0.52% among 290,000 | recombinant VHR phosphatase, pNPP absorbance | inhibition, % at 13.3 µM | Dual specificity protein phosphatase 3 (Homo sapiens), P51452 | AID 1654, 2009; in the data active = inhibition above about 50%; note: some compounds called inactive have numbers as strong as hits
Target sequence (P51452 whole entry, looked up): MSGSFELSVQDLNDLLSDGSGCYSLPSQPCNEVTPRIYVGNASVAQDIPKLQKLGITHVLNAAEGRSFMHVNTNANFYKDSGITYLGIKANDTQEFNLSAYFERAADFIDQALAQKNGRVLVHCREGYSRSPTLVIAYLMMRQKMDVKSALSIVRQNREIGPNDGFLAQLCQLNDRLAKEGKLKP
Anthrax LF prot: Bacillus anthracis LF protease inhibitors, primary screen, biochemical, multiplex microsphere, MLPCN library; Lethal factor (Bacillus anthracis), P15917; AID 588501, 2011; inhibition, % at 10 µM; multiplex microsphere protease cleavage assay; hit rate 0.12% among 360,000; note: plate controls were buffer without enzyme for full effect and enzyme alone for no effect
Target sequence (P15917 whole entry, looked up): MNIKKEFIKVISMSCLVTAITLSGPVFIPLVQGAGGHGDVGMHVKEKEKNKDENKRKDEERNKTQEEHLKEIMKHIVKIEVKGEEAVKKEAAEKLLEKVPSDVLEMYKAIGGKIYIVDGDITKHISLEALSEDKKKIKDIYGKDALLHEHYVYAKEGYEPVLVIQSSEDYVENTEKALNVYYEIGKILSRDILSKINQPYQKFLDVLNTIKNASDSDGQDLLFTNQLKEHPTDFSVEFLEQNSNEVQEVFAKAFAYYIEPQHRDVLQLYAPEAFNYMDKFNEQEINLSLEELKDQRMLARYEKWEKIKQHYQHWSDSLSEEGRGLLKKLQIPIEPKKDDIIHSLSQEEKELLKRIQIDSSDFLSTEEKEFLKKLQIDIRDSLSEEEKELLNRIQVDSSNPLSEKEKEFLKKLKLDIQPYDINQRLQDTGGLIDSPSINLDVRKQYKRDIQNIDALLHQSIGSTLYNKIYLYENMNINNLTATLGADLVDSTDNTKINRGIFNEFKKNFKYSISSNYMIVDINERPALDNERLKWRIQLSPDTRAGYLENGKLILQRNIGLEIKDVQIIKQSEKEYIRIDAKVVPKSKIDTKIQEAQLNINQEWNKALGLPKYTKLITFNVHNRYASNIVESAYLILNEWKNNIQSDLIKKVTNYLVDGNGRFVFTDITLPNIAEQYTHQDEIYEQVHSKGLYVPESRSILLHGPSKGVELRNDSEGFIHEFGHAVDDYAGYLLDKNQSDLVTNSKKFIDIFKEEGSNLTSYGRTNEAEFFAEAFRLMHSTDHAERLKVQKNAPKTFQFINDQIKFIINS
Vc quorum ag: inducers of Vibrio cholerae quorum light production without autoinducers, primary screen, BH1578 luxS cqsA deficient, single point; hit rate 0.16% among 350,000; activation, % at 18.7 µM; V. cholerae BH1578 lux reporter, luminescence, 6 h; in the data active = activation mostly above about 9.7%, no sharp cut-off; inconclusive = no clear call, values can overlap the other calls; inactive = mostly below about 3.7%; note: not every result past the cut was called active; inactives centre near 0; reference of the scale not given here
BoNT A protease: BoNT/A light chain protease inhibitors, primary screen, biochemical, flow cytometry, MLPCN library; AID 588499, 2011; hit rate 0.17% among 360,000; Botulinum neurotoxin type A light chain protease (Clostridium botulinum A str. ATCC 3502); inhibition, % at 10 µM; multiplex microsphere protease substrate cleavage; note: plate controls were buffer without enzyme for full effect and enzyme alone for no effect
The depositor's hits bear a star; i = inactive; ? = inconclusive; . = not tested or not shown; & = joins results of further samples. Cut-off read from the data, not from the text of the source, unless noted: active = inhibition above about 30%; inconclusive = no clear call, values can overlap the other calls; inactive = below that. Some of the compounds tested, so the mix of outcomes need not match the whole.

SMILES	Y pestis TopoI	3CLpro inhibitor	CCHFV vOTU inh	PriA SSB inh	TcdB inh	PfHsp40 rescue	DUSP3 inh	Anthrax LF prot	Vc quorum ag	BoNT A protease
COc1ccc(N2C(=O)C(CC(=O)O)S/C2=N\N=C\c2cccs2)cc1 (stereo not given)	5.6	5.2	-4.3	.	-1.1	0.0	-1.2	3.2	i	3.3
CCOc1ccccc1N=Cc1c(O)c2ccccc2oc1=O	-2.2	-3.5	-5.0	-2.7	0.9	4.8	5.8	-2.1	-4.7	0.5
CCOC(=O)Cn1ncc(-c2ccccc2)c1N	-3.6	-4.5	2.6	-3.1	.	-1.2	17.9	-0.9	i	0.2
CCCCCn1c(=O)[nH]c2cc(C(=O)N3CCN(c4ccc(C(C)=O)cc4)CC3)ccc2c1=O	23.7	-1.7	0.2	-12.4	0.6	-0.3	7.4	-10.3	0.0	-6.0
CC(C)CCN1CC(=O)N2Cc3[nH]c4ccccc4c3C[C@H]2C1=O	-7.8	-6.0	7.8	-4.9	0.9	0.7	5.3	5.2	i	0.5
CSc1nsc(SC)c1NC(=O)N1CCCCC1	-0.1	0.1	-9.0	-2.4	.	0.6	-4.2	-3.7	i	0.3
O=C(CCn1cnc(-c2ccccc2)c1-c1ccccc1)N/N=C/c1ccc(O)cc1	1.6	1.9	11.9	.	7.9	-0.5	-3.8	-2.1	i	-0.3
Cc1nnn(-c2nonc2N)c1C(=O)N/N=C/c1ccccc1O	33.9	2.9	6.9	.	.	0.5	16.5	1.3	-0.5	0.1
C[C@@H](NC(=O)c1[nH]cnc1C(=O)Nc1ccon1)c1ccccc1	-1.2	.	-4.4	-6.6	1.9	-0.1	.	-11.8	-0.9	-0.1
C#CCOCCOCCOCCNc1nc(N2CCN(C(=O)CCCCCCCCCCNC(=O)[C@@H](CCC(=O)O)n3cc(CCCCCN)nn3)CC2)nc(N2CCN(C(=O)CCCCCCCCCCNC(=O)[C@H](CCCCN)n3cc(C[C@@H](C)CC)nn3)CC2)n1	-2.2	.	.	20.0	.	-3.8	.	-6.3	i	0.4
CC1(C2CC2)NC(=O)N(CC(=O)Nc2ccccc2F)C1=O (stereo not given)	-0.5	.	-10.9	-9.7	0.6	-0.1	.	-1.0	i	2.2
O=C(COC(=O)Cc1ccccc1F)NCc1ccccc1Cl	-3.1	.	-8.1	.	2.4	.	.	-2.8	-4.5	0.1

Three entries from above, sorted by number of heavy atoms, falling.
SMILES	Y pestis TopoI	3CLpro inhibitor	CCHFV vOTU inh	PriA SSB inh	TcdB inh	PfHsp40 rescue	DUSP3 inh	Anthrax LF prot	Vc quorum ag	BoNT A protease
CCCCCn1c(=O)[nH]c2cc(C(=O)N3CCN(c4ccc(C(C)=O)cc4)CC3)ccc2c1=O	23.7	-1.7	0.2	-12.4	0.6	-0.3	7.4	-10.3	0.0	-6.0
Cc1nnn(-c2nonc2N)c1C(=O)N/N=C/c1ccccc1O	33.9	2.9	6.9	.	.	0.5	16.5	1.3	-0.5	0.1
CCOC(=O)Cn1ncc(-c2ccccc2)c1N	-3.6	-4.5	2.6	-3.1	.	-1.2	17.9	-0.9	i	0.2

Returning to the listing, starting 2 compounds before the break.
SMILES	Y pestis TopoI	3CLpro inhibitor	CCHFV vOTU inh	PriA SSB inh	TcdB inh	PfHsp40 rescue	DUSP3 inh	Anthrax LF prot	Vc quorum ag	BoNT A protease
CC1(C2CC2)NC(=O)N(CC(=O)Nc2ccccc2F)C1=O (stereo not given)	-0.5	.	-10.9	-9.7	0.6	-0.1	.	-1.0	i	2.2
O=C(COC(=O)Cc1ccccc1F)NCc1ccccc1Cl	-3.1	.	-8.1	.	2.4	.	.	-2.8	-4.5	0.1
CC(C)Nc1nc(NC(C)C)nc(C(N)=O)n1	6.4	0.3	10.9	-1.2	.	0.4	17.5	-0.3	i	0.0
Cc1ccc2nc3c(nc2c1)-c1ccccc1C3=O	-8.0	-1.4	-1.5	-13.4	.	2.1	14.5	0.7	i	0.3
CC(=O)NC(NC(=S)Nc1ccc(N=Nc2ccccc2C)cc1C)C(Cl)(Cl)Cl (stereo not given)	-3.8	2.5	-4.5	-48.6	.	-0.3	10.5	-2.2	-2.8	0.0
Cc1cc(N2CCN(c3ccccn3)CC2)n2nc(C)nc2n1	-3.4	5.2	3.6	-7.9	.	1.6	.	1.5	i	-1.3
COc1ccc(-c2ccc3ccccc3n2)cc1OC	2.1	2.4	-23.7	-8.8	0.1	2.4	-10.5	1.4	-1.2	-0.1
COc1ccccc1NC(=O)CCC(=O)Nc1nnc(C(F)(F)F)s1	-6.5	1.4	-6.1	-18.2	.	-1.4	-20.8	1.8	i	1.9
O=C(COC(=O)C1CCCCC1)NCc1ccc(Cl)cc1	16.5	.	0.6	-0.2	0.6	-0.2	.	-4.7	i	0.1
O=C(Nc1nc2ccccc2s1)C1CCCN1S(=O)(=O)c1ccc(Cl)cc1 (stereo not given)	0.1	-0.3	7.3	13.2	.	0.4	-12.0	-1.8	i	?
S=C(Cc1ccccc1)Nc1ccccc1	?	.	6.0	-11.6	1.1	2.4	.	-6.1	4.5	0.1
COC(=O)[C@@]1(Cc2ccccc2)[C@H]2C(=O)N(Cc3ccccc3)C(=O)[C@H]2[C@H]2CN=C(SCc3ccc(C#N)cc3)N21	5.8	.	-3.2	-3.1	0.4	1.6	.	-4.6	-0.9	0.0
COc1ccc(Cl)cc1NC(=S)NCc1ccccn1	5.0	0.8	25.1	2.3	.	-0.7	13.6	-12.5	-0.1	-1.9
C=CCn1c(CNc2ccc(C)cc2)nnc1SCC(=O)N/N=C/c1ccc(O)cc1	14.7	3.1	2.4	.	.	2.8	0.1	1.9	i	0.4
COc1ccc(S(=O)(=O)N2CCCCCC2)cc1NC(=O)CN1C(=O)NC(C)(c2ccc(C)cc2)C1=O (stereo not given)	-10.0	.	4.6	3.1	3.5	0.4	.	-2.8	-0.8	-2.6
CCCCN(C(=O)CNC(=O)c1cccs1)C(C(=O)NC1CCCC1)c1ccncc1 (stereo not given)	7.0	-1.6	-13.9	-3.2	1.0	0.1	43.7	-0.2	-0.3	0.3
COc1ccc(C)cc1NC(=O)Cn1c(=O)oc2ccccc21	6.1	3.3	17.6	2.8	-1.4	-0.1	.	21.5	0.6	-2.2
Cc1cc(C)n(S(=O)(=O)c2ccccc2[N+](=O)[O-])n1	0.2	6.6	-0.6	1.2	0.3	-1.9	9.4	-7.8	i	-10.2
Cc1ccc2c(c1)N(CCCC(=O)NCc1ccc3c(c1)OCO3)C(=O)CO2	7.7	5.7	3.8	-6.6	1.5	-0.2	-11.0	-5.5	-0.1	0.1
CC(=O)N=c1sccn1CC(O)c1ccc(Br)cc1 (stereo not given)	5.7	1.1	2.8	-16.1	0.0	1.5	-1.0	-1.4	-0.2	0.3
C=CCOc1cccc(C2C(C(=O)c3ccco3)=C(O)C(=O)N2Cc2ccco2)c1 (stereo not given)	2.7	5.7	7.7	-14.6	-2.0	-0.8	25.2	2.2	-0.2	-0.9
CNC(=O)C(C#N)(Cc1cc(C(C)=O)ccc1OC)Cc1cc(C(C)=O)ccc1OC	9.1	0.4	-3.6	1.4	1.1	-0.8	-3.8	-2.1	-0.4	0.0
Cc1ccc(S(=O)(=O)N(CC(=O)Nc2cccc(C(F)(F)F)c2)C(=O)N2CCN(C)CC2)cc1	-7.1	.	-10.9	-2.8&-9.0	0.2	2.0	.	-1.7	i	2.2
O=C(c1ccccc1)C(C(=O)N1CCc2ccccc2C1)n1ccccc1=O (stereo not given)	5.9	4.3	10.7	1.8	.	-0.6	-0.2	-3.1	i	-0.4
Cc1ccnc(N2C(=O)c3ccccc3C2Nc2ccccc2Cl)c1 (stereo not given)	3.5	5.1	0.8	-10.7	0.3	-0.3	17.8	0.8	i	-1.2
O=C(O)C(c1ccccc1)N1C(=O)/C(=C\c2ccc(-c3ccccc3Cl)o2)SC1=S (stereo not given)	-0.6	1.8	-5.0	-0.4	-0.6	0.7	3.5	18.4	i	41.1*
O=C(NCCCCc1ccccc1)c1cccc([N+](=O)[O-])c1	2.3	5.3	-7.1	1.3	0.8	3.5	4.3	3.2	i	0.2
COCCNc1nc2cc(-c3ccc(C)cc3)sc2c(=O)n1C	7.3	.	1.1	.	1.2	.	.	-5.5	-1.2	-0.1
O=C(N/N=C/C=C\c1ccccc1[N+](=O)[O-])c1cc(-c2ccccc2)nc2ccccc12	-9.8	-3.6	-10.4	.	.	-0.7	1.5	-2.0	i	-0.2
Nc1cc(Cl)c(N)cc1Cl	-4.9	4.0	-5.8	17.6	.	0.8	19.4	-1.4	i	2.4
CCOC(=O)N1CCN(C(=O)c2ccccc2Oc2ccccc2)CC1	3.0	2.5	10.3	-16.2	.	-0.5	26.3	-0.8	i	0.0
CC(=NCCCO)c1c(O)n(Cc2ccccc2)c(=O)[nH]c1=O	1.5	7.9	-4.3	-17.5	.	0.4	22.3	5.2	-0.2	-0.2
CC1Cn2c(nnc2-c2cccs2)S1 (stereo not given)	1.3	-3.9	-7.4	4.8	.	-0.7	.	-1.9	i	0.1
O=C(Cn1cnc2c(nnn2Cc2ccc(F)cc2)c1=O)NCC1CCCO1 (stereo not given)	-1.3	-0.6	5.7	5.5	.	-0.5	5.1	-7.9	-4.8	-0.3
CN(C)N=Nc1ccc(S(=O)(=O)/N=C(\O)c2ccccc2)cc1	-7.7	-1.3	1.3	.	2.3	1.1	20.7	-4.2	-0.1	?
CCC(=O)Nc1cc(Cl)ccc1N1CCN(C(=O)CC)CC1	-2.4	-2.1	-0.9	-17.7	.	-2.3	17.0	-1.9	-3.4	-0.2
O=C(CN(C(=O)c1csnn1)c1ccc(Br)cc1)NC1CCCC1	4.3	-1.4	1.8	4.6	1.9	-1.1	-7.5	-0.1	-0.2	1.9
CCOc1ccccc1NC(=O)N1CCCC1C(=O)NCc1cccs1 (stereo not given)	11.3	-1.6	4.3	-11.5	0.1	-0.6	16.3	-1.2	-0.3	0.4
CC1=C([N+](=O)[O-])C(c2ccc(Cl)cc2)NC(=O)N1C (stereo not given)	-1.4	2.9	8.0	-3.0	-0.1	-0.2	12.7	20.7	-0.7	0.1
COc1cc(SC)ccc1C(=O)Nc1ccc(Br)cn1	4.2	7.8	-1.3	-2.9	0.9	-0.5	13.1	4.8	i	-0.3
O=C(COC(=O)/C=C/c1ccccc1[N+](=O)[O-])Nc1ccc2[nH]c(=O)[nH]c2c1	-7.4	.	-3.5	2.6	-0.7	-0.5	.	-4.5	i	-0.4
CCCCNC(=O)Nc1nnc(SCC(=O)OCC)s1	5.1	-4.4	-4.5	-11.6	0.5	-0.4	8.4	1.5	-0.6	-2.9
COC(=O)/C=C1\SC(=Nc2ccc(Cl)c(Cl)c2)NC1=O	-10.8	6.0	4.9	-1.2	1.0	-0.9	16.5	-8.7	i	0.4
COc1cc(N)ccc1NC(=O)c1cccs1	1.3	-3.3	2.7	7.4	.	0.2	25.6	-3.7	-1.3	1.0
NC(=O)C1CCN(C(=O)COc2ccc(S(=O)(=O)NC3CCCC3)cc2)CC1	-5.2	-3.2	-6.5	7.4	0.8	-0.4	25.5	-2.7	-4.0	-1.5

Source: PubChem
